Rad51 HR inh: Rad51 (human) homologous recombination inhibition; hRad51 DNA strand exchange, fluorescence dequenching; 0.085% of 200,000 active; inhibition, % at 10 µM; Q06609; AID 1385;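 active means inhibition above 40% at the single screening dose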;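 further: 0% = DMSO control wells and 100% = blanks with heterologous ssDNA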
Target sequence (Q06609 whole entry, looked up): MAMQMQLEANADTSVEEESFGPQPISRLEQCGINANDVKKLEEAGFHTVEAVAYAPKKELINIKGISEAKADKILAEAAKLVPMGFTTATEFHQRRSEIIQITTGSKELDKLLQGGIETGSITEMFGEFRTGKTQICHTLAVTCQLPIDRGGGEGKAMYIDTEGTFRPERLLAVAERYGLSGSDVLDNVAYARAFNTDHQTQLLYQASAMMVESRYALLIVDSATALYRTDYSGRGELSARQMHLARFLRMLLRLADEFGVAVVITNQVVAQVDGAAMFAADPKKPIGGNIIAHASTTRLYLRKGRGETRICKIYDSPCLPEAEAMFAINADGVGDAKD
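Material: human Rad51–ssDNA filaments; Probe or stimulus: labelled 47-mer dsDNA for strand exchange; Doses: single 10 µM dose; Incubation: 37 °C 15-min filament assembly, 30-min compound preincubation, 15-min exchange; Technique: FRET fluorescence dequenching, excitation 485 nm, emission 520 nm; Measure: Fluorescence-based percent inhibition, control- and blank-normalised; Benchmarks: plate control and blank wells.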
FXIa inh 1536: inhibitors of human coagulation factor XIa | P03951 | purified FXIa, Boc-Glu-Ala-Arg-AMC fluorogenic substrate | inhibition, % at 5 µM | 0.14% of 220,000 active | AID 798;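 active means inhibition of at least 40%; inactive means inhibition below 40%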;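 further: fluorescence of freed AMC excited at 355 nm; 0% = enzyme without compound and 100% = no enzyme blank; many of its hits are not listed in these tables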
KLK5 inh: blocks human kallikrein 5 protease activity; inhibition, % at 5 µM; AID 873; 0.59% of 210,000 active; Q9Y337; recombinant hK5, fluorogenic AMC substrate cleavage;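 active means inhibition of 40% or more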;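 further: 0% = enzyme controls without compound and 100% = no-enzyme blanks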
p97 ATPase inh: inhibitors of human p97 ATPase | P55072 | recombinant p97 ATPase, Kinase-Glo ATP luminescence, 3 h | inhibition, % at 8 µM | 0.42% of 220,000 active | AID 1481; in the data active means inhibition above about 15%;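 further: 0% = DMSO vehicle and 100% = wells lacking enzyme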
MDM2 E3 inh: blocks human Mdm2 ubiquitin ligase activity. 0.11% of 210,000 active. signal enhancement, % at 5 µM. cell-based MDM2 ubiquitination luciferase reporter, 2 h; 0 = plate control, 100 = twice control, blank-subtracted. Q00987;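 active means signal enhancement of 30% or more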;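 further: luminescence tracks abundance of the self-degrading MDM2-luciferase fusion protein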
Target sequence (Q00987 whole entry, looked up, the tested form may be a part): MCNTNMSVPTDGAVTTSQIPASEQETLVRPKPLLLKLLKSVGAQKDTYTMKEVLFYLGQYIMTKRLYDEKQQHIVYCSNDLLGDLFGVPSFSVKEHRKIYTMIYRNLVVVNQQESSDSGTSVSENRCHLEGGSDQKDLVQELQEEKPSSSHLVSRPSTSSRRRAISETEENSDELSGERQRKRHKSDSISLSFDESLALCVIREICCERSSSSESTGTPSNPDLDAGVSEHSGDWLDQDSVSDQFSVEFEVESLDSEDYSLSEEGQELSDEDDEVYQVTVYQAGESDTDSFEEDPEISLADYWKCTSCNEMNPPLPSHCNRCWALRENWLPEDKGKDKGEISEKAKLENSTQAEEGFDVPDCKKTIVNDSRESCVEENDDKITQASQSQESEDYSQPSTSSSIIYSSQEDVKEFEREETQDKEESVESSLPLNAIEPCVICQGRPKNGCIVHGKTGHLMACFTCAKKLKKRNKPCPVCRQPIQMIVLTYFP
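system = mammalian cells stably expressing self-ubiquitinating, self-degrading MDM2 E3–luciferase fusion | quantity = 2000 cells per well seeded | incubation = 4 h cell settling then 2 h compound exposure, 37 °C | signal = SteadyLite luminescence, 15 min reagent step | benchmarks = plate control and blank wells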
14-3-3 Bad inh: disrupts binding of bovine 14-3-3 zeta to phospho-Bad peptide | TR-FRET 14-3-3zeta/Dy647-pBad peptide displacement, 1 h | inhibition, % at 21.7 µM | 0.71% of 220,000 active;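 active means inhibition above about 70%, limit read from the data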;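 further: 0% = full 14-3-3 plus peptide FRET controls and 100% = background without 14-3-3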
Target sequence (P63103 whole entry, looked up): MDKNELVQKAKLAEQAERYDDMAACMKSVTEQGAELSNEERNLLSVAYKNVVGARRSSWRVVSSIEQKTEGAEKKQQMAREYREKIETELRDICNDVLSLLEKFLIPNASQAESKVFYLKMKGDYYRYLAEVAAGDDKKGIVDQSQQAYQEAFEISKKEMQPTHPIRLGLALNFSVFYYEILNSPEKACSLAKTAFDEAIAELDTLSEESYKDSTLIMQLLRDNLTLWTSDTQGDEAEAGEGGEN
Wee1 stabilizer: blocks degradation of human Wee1 kinase; reporter increase, % at 5 µM; P30291; 1.2% of 220,000 active; HeLa Luc-Wee1K328M stability, luciferase luminescence; 100% = proteasome inhibitor MG132 effect; AID 1321;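 active means activation above the mean of all tested compounds plus 3 SD, set per screening run, cut at about 8.8% in these data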;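 further: cells exposed to compound for 20 h before luminescence read; 0% = DMSO alone and 100% = MG132 at 30 µM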
eIF4E 4G PPI: inhibitors of eIF4E and eIF4G interaction in translation initiation. P63073+Q04637. TR-FRET eIF4E-eIF4GI(517-606) binding, 2 h. inhibition, % at 21.7 µM. 0.37% of 220,000 active;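 active means inhibition above about 30%, limit read from the data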;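 further: 0% = full FRET control wells and 100% = background wells lacking eIF4GI fragment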
FXIIa inh: inhibitors of human coagulation factor XIIa | P00748 | purified FXIIa, Boc-QGR-AMC fluorogenic substrate, 2 h | inhibition, % at 5 µM | 0.3% of 220,000 active; in the data active means inhibition above about 40%;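 further: 0% = enzyme with no compound and 100% = blank without enzyme; many of its hits are not listed in these tables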
Starred values were filed as active, the others as inactive; . = no result given; [ ] = dose if it differs, or a comment.

SMILES	Rad51 HR inh	FXIa inh 1536	KLK5 inh	p97 ATPase inh	MDM2 E3 inh	14-3-3 Bad inh	Wee1 stabilizer	eIF4E 4G PPI	FXIIa inh
O=C(NCc1cn2ccsc2n1)c1c(F)cccc1Cl	2	4	2	3	-4	4	-1	2	13
Cc1ccc(NC(=O)c2cc(S(=O)(=O)c3ccccc3)ccc2Cl)cc1	-7	5	-3	-2	-23	0	8	3	18
Cc1c(Cl)cccc1NC(=S)NCc1cccs1	2	-8	-9	1	3	-8[fluorescence artefact?]	-2	12	-7
Cc1cc(C)nc(NS(=O)(=O)c2ccc(NC(=O)C3(c4ccc([N+](=O)[O-])cc4)CCCC3)cc2)n1	2	9	-3	4	-8	34	1	7	14
O=C(Cc1csc(N2CCOCC2)n1)N/N=C/c1ccc(O)c(O)c1O	11	-1	-9	7	-32	29	1	10	6
CC(C)CC(=O)Nc1cccc(-c2cn3ccsc3n2)c1	8	1	-6	1	-19	1[fluorescence artefact?]	0	-2	10
CC(C)CCNC(=O)NC(=O)CSc1ncccn1	0	-1	4	0	-25	-3	1	-1	.
CCc1cc2cc(C(=O)Nc3ccc(F)cc3)sc2s1	3	4	-1	4	.	13	0	3	13
O=C(CCNS(=O)(=O)c1ccc(Cl)cc1)NCc1cccs1	0	4	6	-1	-3	0	4	-5	13
N#Cc1c(C(F)(F)F)cc(-c2ccc(F)cc2)[nH]c1=O	-1	-12	-28	-3	-3	44	0	6	-12
Cc1ccc(-n2c(-c3cc(-c4ccco4)[nH]n3)n[nH]c2=S)c(Br)c1	-12	2	2	13	-9	15	0	-1	10
CC1(c2nnc(-c3ccc(F)cc3)o2)CC(c2c(Cl)cccc2Cl)=NO1 (stereo not drawn)	0	2	3	.	27	-3	.	-4	6
CC(C)C(C(=O)Nc1nccs1)c1ccc(Cl)cc1 (stereo not drawn)	-2	-4	-2	7	-21	-8	-2	2	5
CCOc1cc(NC(=S)NCc2ccco2)c(OCC)cc1NC(=O)CC(C)C	-5	8	-10	1	-22	-4	0	-1	-1
COc1cc2c(cc1NC(=O)C1CCCO1)oc1ccccc12 (stereo not drawn)	-3	2	-12	-3	-6	-6	-1	6	13
NC(=O)c1ccc(Oc2ccc(C(N)=O)cc2)cc1	9	6	2	7	-19	-8	-1	-4	13
O=C(NNS(=O)(=O)c1ccccc1[N+](=O)[O-])c1ccc(F)cc1	-1	-4	-2	9	6	-9	-1	-2	5
Cc1ccc(C2C(C(=O)c3cccs3)=C(O)C(=O)N2c2nnc(C)s2)cc1 (stereo not drawn)	.	-2	-3	2	-3	-1	-1	-4	8
CCOC(=O)c1ccc(NC(C)=O)c([N+](=O)[O-])c1	-8	-4	-6	2	-9	5	6	2	-2
CCOC(=O)c1sc2nc(CC(=O)OC)nc(N(C)CCc3ccccn3)c2c1C	13	-3	-9	3	-12	-3	-1	3	7

Brought forward from above: 7 entries, then new ones.
SMILES	Rad51 HR inh	FXIa inh 1536	KLK5 inh	p97 ATPase inh	MDM2 E3 inh	14-3-3 Bad inh	Wee1 stabilizer	eIF4E 4G PPI	FXIIa inh
CCOc1cc(NC(=S)NCc2ccco2)c(OCC)cc1NC(=O)CC(C)C	-5	8	-10	1	-22	-4	0	-1	-1
COc1cc2c(cc1NC(=O)C1CCCO1)oc1ccccc12 (stereo not drawn)	-3	2	-12	-3	-6	-6	-1	6	13
NC(=O)c1ccc(Oc2ccc(C(N)=O)cc2)cc1	9	6	2	7	-19	-8	-1	-4	13
O=C(NNS(=O)(=O)c1ccccc1[N+](=O)[O-])c1ccc(F)cc1	-1	-4	-2	9	6	-9	-1	-2	5
Cc1ccc(C2C(C(=O)c3cccs3)=C(O)C(=O)N2c2nnc(C)s2)cc1 (stereo not drawn)	.	-2	-3	2	-3	-1	-1	-4	8
CCOC(=O)c1ccc(NC(C)=O)c([N+](=O)[O-])c1	-8	-4	-6	2	-9	5	6	2	-2
CCOC(=O)c1sc2nc(CC(=O)OC)nc(N(C)CCc3ccccn3)c2c1C	13	-3	-9	3	-12	-3	-1	3	7
C/C(=N\NC(=O)c1n[nH]c2c1CCC2)c1ccco1	15	-3	-2	-22	-53	-4	9.3*	-6	4
COC(=O)C1CCN(c2cnccn2)CC1	.	1	16	7	-6	-3	1	0	5
C=CCn1cnc2c(c1=O)c1nc3ccccc3nc1n2-c1ccc(C)cc1	.	4	9	1	-24	-11	-2	-3	5
O=C(NC(NC(=S)Nc1ccccc1O)C(Cl)(Cl)Cl)c1ccco1 (stereo not drawn)	3	-11	-5	-1	-5	-14	-3	4	4
Cc1ccc(N2CCN(c3ccc(C)cc3)C2c2cccnc2)cc1	3	2	-5	-1	6	-6	0	1	-2
O=C(/C=C/c1cccc([N+](=O)[O-])c1)NCCSCc1ccc(Cl)cc1	.	6	-16	1	.	1	7	1[fluorescence artefact?]	8
CCOc1ccccc1N1CCN(S(=O)(=O)c2ccc3c4c(cccc24)C(=O)N3)CC1	-7	-1	-8	9	-14	-5	-1	1	10
CCOCCCn1c(=S)[nH]c2cc(C(=O)N3CCN(C)CC3)ccc2c1=O	8	11	-7	-1	5	-2	4	5	21
CCn1c(CSc2nc(C)cs2)nc2cc(S(=O)(=O)N(C)C)ccc21	-3	-17	-2	1	-16	-1	0	-3	1
Cc1cccc(Cl)c1NC(=O)N1CCN(c2ccnc3cc(Cl)ccc23)CC1	17	-1	-3	12	-9	1	-2	-3	4
C=CCn1c2ccccc2c2nnc(SCC(=O)OCN3C(=O)c4ccccc4C3=O)nc21	-1	10	8	-6	.	14	-2	-2	21
CN(C)c1ccc(C2N3CC4(C)CN2CC(C)(C3)C4O)cc1 (stereo not drawn)	2	-1	-11	-3	-12	-4	1	-4	11
COc1ccc(C(=O)Nc2nnc(-c3ccccc3)o2)cc1OC	5	-1	-26	5	-13	7	4	3	-9
O=C(Cc1n[nH]c(=O)c2ccccc12)NCc1ccc(Cl)cc1	.	4	-4	-2	7	-5	-2	2	1
N#Cc1nc(Cc2cccc3ccccc23)oc1N1CCC(C(N)=O)CC1	3	5	-4	0	-8	-2	-3	0	14
COc1ccc(OC)c(S(=O)(=O)N2CCCc3ccccc32)c1	1	-3	2	-6	-9	-8	-1	-2	-8
CC(CNc1ccc([N+](=O)[O-])c2cccnc12)Nc1c([N+](=O)[O-])cc(C(F)(F)F)cc1[N+](=O)[O-] (stereo not drawn)	-1	-3	16	-7	-9	6	2	3	2
O=C(Nc1ccccc1NS(=O)(=O)c1ccc(F)cc1)C1CCCC1	2	-2	1	1	1	-7	-2	-1	5
N/C(=N\S(=O)(=O)c1ccccc1)c1ccc([N+](=O)[O-])cc1	30	-9	8	-6	-3	8	-5	1	9
CSc1nnc(-c2ccc(S(=O)(=O)N3CCCC3)cc2)n1C	-2	5	-7	-1	-13	5	-2	0	15
COc1ccc(OCC(O)Cn2ccnc2C)cc1 (stereo not drawn)	2	3	-8	-2	.	-6	5	2	13
O=C(NCc1ccccc1C(F)(F)F)C1CC(c2ccc(C(F)(F)F)cc2)=NO1 (stereo not drawn)	3	-5	-3	.	13	-8	.	-2	-3
CC(Sc1nnc(-c2ccc(Cl)cc2)n1C)C(N)=O (stereo not drawn)	-3	-5	11	2	-18	2	3	2	-6
C=CCN(CC=C)C(=S)NC(=O)c1ccc(OC)cc1	-20	-8	-3	3	-30	-2	4	6	7
COc1ccccc1OCCCCN1CCN(c2ccccc2OC)CC1	7	-5	-8	-8	-7	81*	1	5	13
COC(=O)c1c(-c2ccccc2)csc1NC1=NS(=O)(=O)c2ccccc21	-1	21	-15	14	11	-4	2	-6[fluorescence artefact?]	20
CCOC(=O)c1c(NC(=O)C(=O)N/N=C/c2ccccc2OC)sc2c1CCCCC2	-4	7	-5	-2	-14	5	-3	4	9
CCOc1ccc(CCNC(=O)COc2cc(=O)n(C)c3ccccc23)cc1OCC	-2	-6	-5	2	-13	-1	0	1	2
O=C(C1CCN(S(=O)(=O)c2cccc3cccnc23)CC1)N1CCN(c2ccccn2)CC1	.	0	2	2	-8	-3[fluorescence artefact?]	-2	-1	0
Cn1cnnc1SCC(=O)NC1CCCc2ccccc21 (stereo not drawn)	15	-6	-6	5	-2	-10	-3	5	3
COc1cc(C(=O)Nc2ccc3c(c2)OCCO3)ccc1-n1cnnn1	-6	-5	2	1	-4	-7	3	4	12
Cc1cc(C(=O)Nc2c(C)nn(Cc3c(Cl)cccc3Cl)c2C)no1	5	0	-2	1	-7	-3	-1	1[fluorescence artefact?]	1
O=C(CCCCn1c(=O)c2ccccc2n(Cc2ccccc2)c1=O)NC1CCN(Cc2ccccc2)CC1	-4	5	3	-2	-5	-4	11*	2	12
CC1(C)CC(=O)c2cc(OCC(=O)O)ccc2O1	-4	-2	17	6	-9	2[fluorescence artefact?]	4	-2	12
CNC(=O)Cc1csc2ccc(Cl)cc12	-1	-4	-11	6	-15	5	-3	-1	-1
N#Cc1ccc(/C=N/N=C(N)N)cc1	0	1	-15	-1	-13	-4[fluorescence artefact?]	3	-1	2
O=C(/C=C/c1ccccc1)n1cnnc1SC/C=C/c1ccccc1	.	7	-9	7	.	4	0	-3	9
Cc1ccc(-n2nnnc2SCC(=O)NNC(=O)c2ccco2)cc1C	-9	-5	3	2	-21	-1	-1	2	-11
Cc1ccc(Nc2ccc3nonc3c2[N+](=O)[O-])cc1	-4	3	2	1	-7	0	2	-2	4
O=C(Nc1nnc(C2CC2)s1)C1Cc2ccccc2CN1S(=O)(=O)c1ccccc1F (stereo not drawn)	-2	13	4	-5	-5	-17	2	-3	23
CCOC(=O)COc1cccc2c(=O)n(CC(=O)NCc3ccc4c(c3)OCO4)ccc12	-4	-14	-1	-2	-11	-13	9.6*	3	1
COc1ccc(NS(=O)(=O)c2c(F)cc(F)c(Cl)c2F)cc1S(=O)(=O)N1CCCCC1	-12	-2	-16	0	10	-1[fluorescence artefact?]	0	20	2
COc1ccc(-c2nsc3c(SCC(=O)Nc4cc(C)ccc4C)ncnc23)cc1	-2	-6	-10	2	-23	-4	-3	-3	-7
O=C(CSc1nnc(-c2ccc(F)cc2)c2ccccc12)Nc1c(F)cccc1F	15	9	-5	1	2	4[fluorescence artefact?]	1	-1	9
S=c1[nH]nc(COc2ccc3c(c2)OCO3)n1-c1ccccc1	9	5	2	0	1	-8	2	-5[fluorescence artefact?]	-7
O=C(CSc1nc2ccccc2o1)Nc1ccccc1N1CCCCCC1	3	7	-8	-1	-1	-5	0	2	17
CCN1CCc2c(sc(NC(=S)NC(=O)c3ccc(Cl)cc3)c2C(N)=O)C1	-13	4	4	7	-8	-3	0	-5	14
O=C(/C=C/c1ccco1)c1ccc(NC(=O)C23CC4CC(CC(C4)C2)C3)cc1	-7	5	-4	8	-8	-4	-1	15	8
Cc1ccc2c(c1)c1ncn(Cc3ccc(F)cc3)c(=O)c1n2C	13	-5	-3	2	-23	7	1	-2	-2
COc1ccc(NC(=O)C(C)Oc2ccc(/C(C)=N\O)cc2)cc1 (stereo not drawn)	.	-2	-7	1	-19	8[fluorescence artefact?]	-1	-3	9
Cc1ccc2c(CC(=O)NCC3COc4ccccc4O3)coc2c1 (stereo not drawn)	7	1	2	3	-16	-6	2	1	4

From PubChem BioAssay
